HIV RNase H inh = inhibitors of HIV-1 reverse transcriptase RNase H | 1.9% of 65,000 active | RT-RNase H RNA/DNA duplex cleavage, fluorescence | inhibition, % at 10 µM | P04585 | AID 565; in the data active means inhibition above about 50%
RmlC RmlD mix = mixture blocks RmlC and RmlD coupled enzyme activity; RmlC/RmlD coupled enzyme inhibition, 384-well mixture HTS; inhibition, % at 5.5 µM; 0.39% of 110,000 active; in the data active means inhibition above about 30%, passing the limit was not always enough; further: strong numbers were not always called active
An asterisk follows results filed as active; i = inactive; / = not tested or not shown; + = active, no number. Only part of the results is shown, so the mix of outcomes need not match the whole.

SMILES | HIV RNase H inh | RmlC RmlD mix
Cc1[nH]nc2c1C1(CCN(Cc3ccccc3)CC1)C(C#N)=C(N)O2 | -20 | 2
Cc1occc1-c1nnc(SCC(=O)Nc2nc3ccccc3s2)o1 | / | -10
Cc1ccc(-n2nc(C(=O)c3ccccc3)n3c(=O)c(Cc4ccccc4)nnc23)cc1 | / | -10
CCCn1c(-c2ccccc2)nc2c(=O)n(C)c(=O)[nH]c21 | -5 | /
CCC(C)n1c(SC(C)C#N)nc2ccccc2c1=O (centres undefined) | -28 | 7
CC(/C=C/c1ccc2c(c1)OCO2)=N/NC(=O)CNc1ccc(C)cc1 | / | -9
O=C(CSc1nnnn1-c1cccc2c1CCCC2)NC1CCCC1 | / | 7
CCCOc1ccccc1C(=O)NC(CO)C(=O)O (centres undefined) | / | -10
O=C(O)CCC(C(=O)O)n1c(O)c(C2=c3ccccc3=NC2=O)sc1=S (centres undefined) | 23 | 7
O=C(NC1CCCc2ccccc21)C1CCN(c2nnc(-n3cccc3)s2)CC1 (centres undefined) | 42 | -6
O=C(COc1ccccc1)Nc1ccccc1N1CCN(c2ccc(F)cc2)CC1 | -5 | -363
Cc1cccc(C(=O)Nc2ccccc2N2CCN(c3ccc(F)cc3)CC2)c1 | / | -7
Cc1ccccc1NC(=S)N(C)C1(c2ccccc2Cl)CCCCC1=O (centres undefined) | / | 6
COC(=O)C(C)Sc1nc2c([nH]c3ccccc32)c(=O)n1C (centres undefined) | 27 | -10
Cn1c(C(O)c2ccccc2)nc(Cl)c1Cl (centres undefined) | -13 | 11
O=C(Nc1ccccc1C(=O)Nc1ccccc1C(=O)NCc1ccco1)c1ccco1 | 0 | -30
Cc1cc(NC(=O)c2cc(-c3cccnc3)nc3c(C)c(C)ccc23)no1 | -8 | -15
Clc1cccc(-c2nnc3sc(-c4ccc5c(c4)OCO5)nn23)c1 | 75* | /
Cc1cccc(N2CCN(C(=O)Cn3ccc4ccccc4c3=O)CC2)c1C | -14 | -7
COc1cccc(NC(=O)N2CCCC2C(=O)Nc2ccc3c(c2)OCO3)c1 (centres undefined) | -2 | 5
COc1cc2c(C(=O)NCc3ccc(C)o3)cn(CC(C)C)c(=O)c2cc1OC | -5 | -12
CCCc1cc(=O)[nH]c(SCC(=O)NC(=O)OCC)n1 | -7 | -5
Cc1ccc2nc(SCC(=O)Nc3ccc4sc(C)nc4c3)c(C#N)cc2c1 | / | -3
CCc1c(C)nc2ncnn2c1NCc1cccs1 | / | 14
COc1ccc(N2CCN(C(=O)CN(Cc3ccc(Cl)cc3)S(C)(=O)=O)CC2)cc1 | / | 11
COc1cccc(Nc2nc(NCC3CCCO3)c3ccccc3n2)c1 (centres undefined) | / | 27
CC1=CC(c2ccccc2)n2nc(N3C(=O)c4ccccc4C3=O)nc2N1 (centres undefined) | -6 | 6
O=C(CSc1ccc2ccccc2n1)N1CCC(c2noc3ccc(F)cc23)CC1 | / | 11
O=C(Nc1ccc2nsnc2c1)N1CCCCCC1 | / | -11
COc1ccc(/C=N/OC/C(O)=C(\C#N)c2nc3ccccc3[nH]2)cc1 | / | 1
O=C1NC2(CCCC2)N=C1c1ccc(Cl)cc1 | -10 | -3
c1ccc(-n2ncc3c2ncn2c(CSc4nc5ccccc5s4)nnc32)cc1 | 63* | /
COc1cc2c(cc1OC)CN(C(C)C(=O)Nc1ccc(NC(C)=O)cc1)CC2 (centres undefined) | / | 2
Cc1ccc2c(c1)nnn2C1CCN(C(=O)c2cccs2)CC1 | -9 | 11
CCN1C[C@]2(COC)CC[C@H](O)[C@@]34C5C[C@H]6[C@H](O)C5[C@](O)(C[C@H]6OC)[C@@H]([C@H](OC)C23)[C@@H]14 (some centres undefined) | / | -12
O=c1oc2ccccc2cc1-c1nc2ccccc2o1 | -43 | 120
Cc1sc2ncnc(N(C)Cc3ccco3)c2c1C | / | -15
COC(=O)c1ccc(NC(=O)Cn2nc(SC)n(N)c2=S)cc1 | -4 | -7
O=C(COc1ccc2ccccc2c1Br)NNC(=O)Nc1ccccc1 | / | -32
CCOC(=O)COc1ccc(C(=O)NC2CCCCC2)cc1 | 11 | -9
NC(=O)c1ccc(Cc2ncc(C(F)(F)F)cc2Cl)s1 | / | 8
Cc1ccc(C2CC(=O)Nc3cc4c(cc32)OCO4)o1 (centres undefined) | / | 8
CCS(=O)(=O)N1CCC(C(=O)NC2CCCCC2)CC1 | 7 | -6
C=CCn1cnc2c(c1=O)c1nc3ccccc3nc1n2/N=C/c1cc(OC)c(OC)c(OC)c1 | -78 | -1
C=CCc1cccc(CNc2nc3ccccc3n2CC)c1O | 4 | -14
CCc1ccc(C2=NN(C(=O)OC)C(O)(C(F)(F)F)C2)cc1 (centres undefined) | / | -22
Cc1ccc2c(c1)n([O-])c1c([n+]2=O)CCCC1 | / | 3
Cc1ccc(CN2CC(C(=O)Nc3ccc(S(=O)(=O)Nc4cc(C)nc(C)n4)cc3)CC2=O)cc1 (centres undefined) | -3 | 7
Cc1cc(Cl)c(S(=O)(=O)NCCC(=O)O)cc1OCC(N)=O | -5 | -15
CCCCNC(=O)c1ccccc1NS(=O)(=O)c1ccc2c(c1)OCCO2 | -18 | 9
Next section
SMILES | HIV RNase H inh | RmlC RmlD mix
CS(=O)(=O)N1CC(C(=O)NC2CC2)Oc2ccc(Cl)cc21 (centres undefined) | / | -3
Oc1ccccc1-c1cc(C(F)(F)F)[nH]n1 | -7 | /
CC(C)Cc1nc2oc3c(N4CCN(CCO)CC4)ncnc3c2c2c1CCCC2 | -70 | 6
CC(C)Cn1c(NCCO)nc2ccccc21 | / | 7
CC(C)CNC(=O)c1ccccc1NC(=O)c1ccccc1N(C)S(C)(=O)=O | / | -9
COc1ccc(NC(=O)CN(c2cc(C)cc(C)c2)S(=O)(=O)c2c(C)noc2C)cc1 | 2 | 3
CCOC(=O)c1c(C2CC2)csc1NC(C)=O | -17 | -7
Cc1cc(NC(=O)CSc2n[nH]c(CC(C)C)n2)no1 | -8 | 17
CC(=O)c1sc2nc(-c3cccs3)cc(C(F)(F)F)c2c1N | -7 | 18
O=C1c2ccccc2C(O)N1Cc1ccco1 (centres undefined) | -1 | -22
COc1ccc(N2C(=O)CSC23CCCCC3)cc1 | -12 | 9
O=C(O)c1ccc(S(=O)(=O)c2ccc3c(c2)C(=O)N(Cc2ccco2)C3=O)cc1 | 6 | 5
O=C(CSc1nnnn1-c1ccc(Cl)cc1)N1CCc2ccccc2C1 | -55 | 8
Cc1ccc(C(C2=C(O)CC(C)(C)CC2=O)C2C(=O)CC(C)(C)CC2=O)o1 (centres undefined) | / | 0
CCc1cccc(C)c1NC(=O)CSc1nnc(-c2ccco2)n1N | 4 | -10
O=C(CSc1nccc(=O)[nH]1)Nc1ccc(F)c(Cl)c1 | 14 | -8
CCN1CCN(S(=O)(=O)c2cc(OCC(=O)NC3CCCCC3)c(C)cc2Cl)CC1 | 4 | -9
Cc1cccc(NC(=O)C2CCN(S(=O)(=O)c3c(C)nn(C)c3C)CC2)n1 | -11 | -8
COC(=O)c1ccccc1N(C)S(C)(=O)=O | -2 | 3
Cc1ccc(NC(=O)CC2S/C(=N/c3nccs3)N(C)C2=O)c(C)c1 (centres undefined) | / | 8
O=C(Nc1nc2c(s1)CN(Cc1ccccc1)CC2)c1cccc(S(=O)(=O)N2CCc3ccccc32)c1 | / | -14
CS(=O)(=O)N(CC(=O)N1CCN(c2cccc(Cl)c2)CC1)c1cccc(F)c1 | -9 | 3
O=P(OC1CCCCC1)(OC1CCCCC1)C(O)c1ccc(Cl)cc1Cl (centres undefined) | / | -7
Cc1ccc(C)c(NC(=S)N2CCCCCC2)c1 | / | 2
O=C(Oc1ccccc1Cl)c1ccccc1P(=O)(O)O | / | -5
COC(C/C=C/[C@@H](O)[C@@H](C)OCc1ccccc1)OC | / | -3
C=CCNC(=O)c1onc(CSc2cccc(OC)c2)c1C(=O)NCC=C | / | -5
CCC1CCCCN1C(=O)Cn1c(=O)n(CCC(=O)NCc2ccco2)c(=O)c2sccc21 (centres undefined) | -10 | -11
Cc1ccccc1OCC(=O)NC(=S)Nc1ccc(N2CCOCC2)c(Cl)c1 | / | 5
COc1ccccc1OCc1ccc(C(=O)NN)cc1 | / | -7
Cc1ccc2cc(C#N)c(SCC(=O)NCC3CCCO3)nc2c1 (centres undefined) | -37 | -1
Cc1cnc(C(=O)OCC(=O)Nc2cc(Cl)cc(Cl)c2)cn1 | 2 | -8
CC(C)C[C@H](NC(=O)c1[nH]cnc1C(=O)N[C@H](C)c1ccccc1)C(=O)OCc1ccccc1 | / | 2
CC(C)(C)n1ncc2c(=O)n(CC(=O)NCCc3ccccc3)cnc21 | -8 | i
COc1ccc(C#Cc2c(-c3ccc(OC)cc3)oc3ccc(-c4ccc(OC)cc4)cc23)cc1 | / | +
CCN(CC)CCCNC(=O)c1nn(-c2ccc(OC)cc2OC)c(=O)c2ccccc12 | -7 | 7
COc1cccc(OCCOCCNCCO)c1 | -4 | 2
CC1C(=O)CCCCCCCCCC2C1(N1CCOCC1)CS2(=O)=O (centres undefined) | / | -7
COc1ccccc1C1C2=C(N=C3SCC(=O)N31)c1ccccc1CC2 (centres undefined) | 20 | -23
O=C1CC(c2ccsc2)c2cc3c(cc2N1)OCCO3 (centres undefined) | -77 | 1
CC1=CC(=O)C(C(C)C)=C/C1=N/OC(=O)c1cccc([N+](=O)[O-])c1 | / | 8
Cc1ccc(N2C(=O)[C@@H]3[C@H](C2=O)C2CCCN2[C@@H]3C(=O)c2ccccc2)cc1 (some centres undefined) | 17 | 6
COc1cc(NC(=O)c2c3c(nc4ccccc24)CCC3)cc(OC)c1 | / | 5
CN=CC1=C(O)CC(C)(C)CC1=O | -13 | 14
CCC(C)NC(=O)CSc1nnc(-c2cc(-c3ccc(C)cc3)nc3ccccc23)n1N (centres undefined) | / | 14
CCc1cc2cc(C)ccc2nc1SCC(=O)N1CCN(C(=O)c2ccco2)CC1 | -1 | 4
CC1(C)Cc2c(sc3nc4n(c(=O)c23)CCC4)CO1 | 0 | 0
CC(C)(C)C(=O)NC1CCN(C(=O)N2CCCC2)CC1 | -9 | 3
CC(Cl)C(=O)NNc1cccc(Cl)n1 (centres undefined) | / | -10
COc1ccc(C2C(C(=O)c3sc(C)nc3C)=C(O)C(=O)N2CCCn2ccnc2)cc1OC (centres undefined) | / | -13
Further entries follow:
SMILES | HIV RNase H inh | RmlC RmlD mix
CCOc1ccc2[nH]c(C)c(CN3CCN(C)CC3)c(=O)c2c1 | / | -8
CCCCCn1c(=O)[nH]c2c(c1=O)CCC2 | / | -10
C[C@H]1CC[C@]2(O[C@H](CCO)C[C@H](O)[C@H]2O)O1 | / | -2
O=C(CSc1cccc2cccnc12)NCc1ccco1 | -14 | /
CCOCCn1c(-c2ccc(OC)cc2)nc2ccccc21 | -28 | -10
O=C(COc1ccccc1Cl)NC(=S)Nc1cccc(NC(=O)c2ccccc2Cl)c1 | / | 12
COC(=O)c1cc(COc2ccc3c(c2)oc(=O)c2ccccc23)c(C)o1 | / | -14
CCCCOC(=O)CNc1nnc(SCC(=O)OCC)[nH]c1=O | 56* | 28
C1CCN(c2c3c(nc4nnnn24)CCCC3)CC1 | / | -13
O=C(c1cc2c(ccc3ccccc32)oc1=O)N1CCN(CCO)CC1 | -2 | 17
COc1ccccc1OCC(=O)OCC(=O)Nc1ncc(Cl)cc1Cl | 0 | 16
Cc1[nH]nc2c1C1(CCC3(CC1)OCCO3)C(C#N)=C(N)O2 | -14 | -11

Gathered by group: those above with an aryl thioether with sulfur outside any ring.
SMILES | HIV RNase H inh | RmlC RmlD mix
Cc1occc1-c1nnc(SCC(=O)Nc2nc3ccccc3s2)o1 | / | -10
CCC(C)n1c(SC(C)C#N)nc2ccccc2c1=O (centres undefined) | -28 | 7
O=C(CSc1nnnn1-c1cccc2c1CCCC2)NC1CCCC1 | / | 7
COC(=O)C(C)Sc1nc2c([nH]c3ccccc32)c(=O)n1C (centres undefined) | 27 | -10
CCCc1cc(=O)[nH]c(SCC(=O)NC(=O)OCC)n1 | -7 | -5
Cc1ccc2nc(SCC(=O)Nc3ccc4sc(C)nc4c3)c(C#N)cc2c1 | / | -3
O=C(CSc1ccc2ccccc2n1)N1CCC(c2noc3ccc(F)cc23)CC1 | / | 11
c1ccc(-n2ncc3c2ncn2c(CSc4nc5ccccc5s4)nnc32)cc1 | 63* | /
COC(=O)c1ccc(NC(=O)Cn2nc(SC)n(N)c2=S)cc1 | -4 | -7
Cc1cc(NC(=O)CSc2n[nH]c(CC(C)C)n2)no1 | -8 | 17
O=C(CSc1nnnn1-c1ccc(Cl)cc1)N1CCc2ccccc2C1 | -55 | 8
CCc1cccc(C)c1NC(=O)CSc1nnc(-c2ccco2)n1N | 4 | -10
O=C(CSc1nccc(=O)[nH]1)Nc1ccc(F)c(Cl)c1 | 14 | -8
C=CCNC(=O)c1onc(CSc2cccc(OC)c2)c1C(=O)NCC=C | / | -5
Cc1ccc2cc(C#N)c(SCC(=O)NCC3CCCO3)nc2c1 (centres undefined) | -37 | -1
CCC(C)NC(=O)CSc1nnc(-c2cc(-c3ccc(C)cc3)nc3ccccc23)n1N (centres undefined) | / | 14
CCc1cc2cc(C)ccc2nc1SCC(=O)N1CCN(C(=O)c2ccco2)CC1 | -1 | 4
O=C(CSc1cccc2cccnc12)NCc1ccco1 | -14 | /
CCCCOC(=O)CNc1nnc(SCC(=O)OCC)[nH]c1=O | 56* | 28

Assay outcomes from PubChem BioAssay.
